Rab2 wt GTP: changes GTP binding to wildtype dog Rab2A, up or down | P61105 | GST-Rab2 wt beads, Bodipy-GTP binding, flow cytometry | GTP binding activity, % at 10 µM | actives 0.19% (n = 190,000) | AID 760;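 active = GTP binding activity at least 20 points away from 100%, either lowered or raised; inconclusive = signal likely due to the compound's own green fluorescence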;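 note: 0% = beads with excess unlabeled GTP and 100% = no-compound control corrected for plate trend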
Rab7 wt GTP bind: alters GTP binding to wildtype dog Rab7. GST-Rab7 beads, fluorescent GTP binding, flow cytometry; actives lie on both sides; untreated = 100%, excess cold GTP = 0%. GTP binding activity (percent of control), % at 10 µM. actives 0.055% (n = 190,000). AID 758;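 active = fluorescent GTP binding to Rab7 beads changed by at least 20 points from the 100% baseline, either direction, mostly lower; inconclusive = compound itself probably fluorescent, or too few beads counted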;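 note: median green fluorescence of bound Bodipy-FL-GTP per Rab7 bead population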
Pf gametocyte: kills late stage P. falciparum gametocytes. actives 0.065% (n = 150,000). P. falciparum stage V gametocytes, ATP luminescence, 24 h. AID 743093. inhibition, % at 10.9 µM;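 active = inhibition above the mean plus 3 SD of compounds within the control limits, set per campaign, cut at about 38% in these data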;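 note: 0% = DMSO wells and 100% = medium only without gametocytes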
Mcl1-Noxa inh: Mcl-1/Noxa interaction inhibition | Q07820 | TR-FRET Mcl-1/Noxa peptide binding, 2 h | inhibition, % at 21.7 µM | actives 1.5% (n = 220,000);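 active = compounds that cut the protein-peptide binding signal by more than 50% relative to plate controls in a single-dose test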;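 note: His-tagged Mcl-1 with rhodamine Noxa BH3 peptide and terbium anti-His antibody; 0% = Mcl-1 plus Noxa peptide wells and 100% = peptide-only wells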
ABCG2 block: human ABCG2 inhibition, ABCB1 as counter-screen | IgMXP3 cells, JC-1 efflux, flow cytometry | inhibition, % at 6.6 µM | actives 0.1% (n = 190,000);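 active = inhibition above 80%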;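 note: 0% = DMSO and 100% = nicardipine control wells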
Target sequence (Q9UNQ0 whole entry, looked up): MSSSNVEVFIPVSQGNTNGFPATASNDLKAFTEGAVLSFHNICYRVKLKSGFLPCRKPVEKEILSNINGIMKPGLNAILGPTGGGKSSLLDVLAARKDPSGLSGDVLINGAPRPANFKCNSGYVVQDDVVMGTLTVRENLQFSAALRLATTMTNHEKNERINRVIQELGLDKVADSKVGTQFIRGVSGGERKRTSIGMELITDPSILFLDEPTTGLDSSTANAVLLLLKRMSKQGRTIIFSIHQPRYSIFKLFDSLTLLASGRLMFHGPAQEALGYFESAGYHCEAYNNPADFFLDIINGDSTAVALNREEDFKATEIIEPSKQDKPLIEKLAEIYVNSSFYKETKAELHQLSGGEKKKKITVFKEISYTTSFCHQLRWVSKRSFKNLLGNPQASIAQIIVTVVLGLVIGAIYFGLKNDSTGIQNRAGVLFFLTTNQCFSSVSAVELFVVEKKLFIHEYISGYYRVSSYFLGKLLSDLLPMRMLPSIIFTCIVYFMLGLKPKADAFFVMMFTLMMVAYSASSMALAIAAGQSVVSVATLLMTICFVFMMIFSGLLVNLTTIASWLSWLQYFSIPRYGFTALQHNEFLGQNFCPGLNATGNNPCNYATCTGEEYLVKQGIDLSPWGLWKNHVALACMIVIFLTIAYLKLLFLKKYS
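Incubation: cells with compound and JC-1, 10 min at 25 °C, rotating, no wash / Test system: IgMXP3 (ABCG2) plus far-red-tagged CCRF-Adr (ABCB1) cells / Compound dosing: one concentration, 6.6 µM final / Also added: JC-1 fluorescent substrate / Evaluation: efflux inhibition in percent versus controls / Detection: flow cytometry, 530 nm JC-1 signal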
HRas wt GTP bind: modulators of GTP binding to human HRas wildtype. actives 0.14% (n = 190,000). GTP binding activity, % at 10 µM. GST-Ras wt beads, Bodipy-FL-GTP binding, flow cytometry; actives lie on both sides. P01112;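 active = GTP binding activity at least 20% away from the 100% baseline, either lowered as inhibitor or raised as activator; inconclusive = flagged as likely green fluorescent, judged across all proteins in the well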;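 note: 0% = unlabeled GTP competition control and 100% = no-compound control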
Target sequence (P01112 whole entry, looked up): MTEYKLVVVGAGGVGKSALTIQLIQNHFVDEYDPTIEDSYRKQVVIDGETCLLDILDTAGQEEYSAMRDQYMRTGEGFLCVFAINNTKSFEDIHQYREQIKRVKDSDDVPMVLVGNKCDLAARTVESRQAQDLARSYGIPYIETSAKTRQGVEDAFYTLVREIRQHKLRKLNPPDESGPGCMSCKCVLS
Rac1 mut GTP: modulators of GTP binding to human Rac1 activated mutant; P63000; GST-Rac1 activated beads, fluorescent GTP binding, flow cytometry; actives lie on both sides; 100% means binding = to untreated wells; percent activity (GTP binding), % at 10 µM; actives 0.11% (n = 190,000); AID 764;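 active = GTP binding at least 20 percentage points away from the 100% baseline, in either direction, so actives lie on both sides; inconclusive = Compound likely fluorescent itself, or too few beads counted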
ABCB1 inh: human ABCB1 inhibition, ABCG2 as counter-screen | P08183 | actives 0.067% (n = 190,000) | CCRF-Adr cells, JC-1 efflux, flow cytometry | inhibition, % at 6.6 µM; in the data active = inhibition above about 40%;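 note: 0% = vehicle and 100% = reference inhibitor; higher value means more JC-1 retained so stronger ABCB1 efflux block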
Avidin bead fluor: compound fluoresces at 488/530 nm on avidin beads; compound fluorescence 488/530 nm, flow cytometry; active compounds read high; fluorescence (KMESF) at 10 µM; actives 0.38% (n = 220,000); AID 1775; in the data active = fluorescence above about 47; note: inactives centre near 10
Rac1 wt GTP bind: alters GTP binding to wildtype human Rac1 | AID 757 | GST-Rac1 beads, fluorescent GTP binding, flow cytometry; actives lie on both sides; 0 = cold GTP competed, 100 = untreated | GTP binding activity (% of control), % at 10 µM | actives 0.27% (n = 190,000);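 active = GTP binding activity at least 20 points away from the 100% control level, either lower or higher; inconclusive = compound flagged as likely green fluorescent, judged across all proteins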
Cdc42 wt GTP: modulators (inhibitors or activators) of GTP binding to human Cdc42 wildtype. GST-Cdc42 beads, Bodipy-GTP binding, flow cytometry; actives lie on both sides. percent activity (GTP binding), % at 10 µM. actives 0.2% (n = 190,000). AID 761;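 active = percent activity GTP binding at least 20 points away from the 100% baseline, either down as inhibitor or up as activator; inconclusive = compound flagged as likely green fluorescent from well-wide comparison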;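 note: median bead fluorescence of bound Bodipy-FL-GTP at 100 nM; 0% = excess unlabeled GTP control and 100% = no compound control; below 100% means less GTP binding so inhibitor and above means activator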
Target sequence (P60953 whole entry, looked up): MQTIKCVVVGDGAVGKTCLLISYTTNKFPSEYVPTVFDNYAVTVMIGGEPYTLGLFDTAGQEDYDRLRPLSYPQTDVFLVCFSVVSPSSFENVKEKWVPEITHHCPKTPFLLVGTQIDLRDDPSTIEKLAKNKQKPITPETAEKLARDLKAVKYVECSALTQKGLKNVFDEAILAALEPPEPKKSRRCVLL
Numbers without * were called inactive; ? = inconclusive; nt = no result given.

molecule	Rab2 wt GTP	Rab7 wt GTP bind	Pf gametocyte	Mcl1-Noxa inh	ABCG2 block	HRas wt GTP bind	Rac1 mut GTP	ABCB1 inh	Avidin bead fluor	Rac1 wt GTP bind	Cdc42 wt GTP
Cc1sc2c(c1C)c(=O)nc1n2Cc2ccccc2-1	?	?	nt	-5	9	?	?	0.9	10	?	?
O=C(CCCOc1ccccc1)Nc1nccs1	97	98	-4	4	3	98	94	0.4	26	98	98
O=C(c1ccccc1)N1CCN(c2ccc([N+](=O)[O-])c(N3CCOCC3)c2)CC1	101	101	14	14	4	104	101	1.6	3	104	103
CCNC(=O)CN1C(=O)NC2(CCCc3cc(OC)ccc32)C1=O (stereo unspecified)	97	98	-19	11	0	98	98	0.2	32	101	98
COc1ccc(C(c2nnnn2Cc2cccs2)N2CCN(c3ccccc3F)CC2)cc1OC (stereo unspecified)	102	102	-18	15	1	102	100	1.0	4	105	103
Cc1ccc(N/C=C(/C#N)c2ccsc2)cc1C	99	97	nt	10	6	101	97	0.6	13	99	103
CCNc1nc(NC(C)C)nc(N2CC(=O)N(CC(=O)OCC)C2=N)n1	101	104	nt	16	3	102	99	1.0	12	108	101
CCc1c(O)nc(SCC(=O)Nc2ccc(OC)cc2)n(C2CCCCC2)c1=O	95	96	-23	7	0	98	97	0.1	9	96	98
O=C(COC(=O)[C@H](Cc1ccccc1)N1C(=O)c2ccccc2C1=O)Nc1ccc2c(c1)OCO2	96	94	4	6	4	99	94	0.9	9	99	97
COc1ccc(Cl)cc1NC(=O)CSc1nnc(COc2ccccc2)n1C	101	100	nt	-5	55	101	95	1.2	13	104	99
Cc1ccc(N2C(=O)NC(NC(=O)c3ccc(Cl)cc3)(C(F)(F)F)C2=O)cc1 (stereo unspecified)	100	98	nt	9	3	101	101	0.2	14	99	102
CCN(CC)C(=O)CSc1nc2ccccc2o1	103	100	nt	8	0	102	100	0.2	20	104	101
COCC(O)CSc1nc(C)[nH]c1[N+](=O)[O-] (stereo unspecified)	107	110	nt	26	1	107	100	0.5	21	108	109
O=C(NCCN1CCOCC1)c1nn2c(c1Cl)NC(c1ccccc1)CC2C(F)(F)F (stereo unspecified)	97	96	nt	3	1	98	96	0.1	10	97	99
CC(NC(=O)C1CCCN1S(=O)(=O)c1cccc2cccnc12)c1ccccc1 (stereo unspecified)	97	96	nt	-6	2	96	98	0.6	11	103	97
Cc1noc(C)c1COC(=O)CCc1nc2ccccc2c(=O)[nH]1	96	99	nt	-4	13	97	95	1.2	10	102	96
Cc1c(NC(=O)CSc2nc3ccccc3[nH]2)c(=O)n(-c2ccccc2)n1C	101	95	7	10	0	102	100	0.2	6	100	103
COc1ccc(NC(=O)c2cccc(Cn3cc(Br)c([N+](=O)[O-])n3)c2)c(C)c1	94	97	6	6	11	100	95	1.9	10	95	96
O=C(Nc1ccc2c(c1)OCCO2)c1ccc(S(=O)(=O)N2CCCCC2)cc1	102	104	-4	-18	3	104	101	0.5	14	103	103
CCn1cc(C(=O)OCC(=O)c2cc(C)n(-c3ccccc3F)c2C)c(=O)c2ccc(C)nc21	89	95	5	9	13	94	91	1.1	14	89	96
CC(=O)c1cc(C(=O)Nc2ccccc2C(=O)O)oc1C	97	99	4	15	6	99	96	0.1	35	102	102
CN(C)/C=N/c1sc2c(c1C(N)=O)CCCC2	97	97	-21	17	1	98	94	-0.1	6	98	96
O=C1C=C(Nc2ccccc2)CC(c2ccccc2)C1 (stereo unspecified)	104	109	nt	16	1	100	98	0.2	9	106	101
Cc1nc(NC(=O)c2oc3ccccc3c2C)sc1C(=O)N(C)C	100	101	nt	26	41	100	96	0.5	38	105	105
CSc1ncccc1C(=O)OCc1ccc(C#N)cc1	97	96	nt	0	7	97	96	2.0	8	98	99

molecule	Rab2 wt GTP	Rab7 wt GTP bind	Pf gametocyte	Mcl1-Noxa inh	ABCG2 block	HRas wt GTP bind	Rac1 mut GTP	ABCB1 inh	Avidin bead fluor	Rac1 wt GTP bind	Cdc42 wt GTP
CC(C)(C)OC(=O)NCCc1nnc(SCC(N)=O)o1	95	98	-2	18	4	96	95	0.1	7	93	96
CCN(CC)C(=O)CSc1nc2ccccc2c(=O)n1CCC(=O)NCc1ccc(F)cc1	101	102	22	0	4	101	104	0.6	7	106	104
O=C(Nc1ccc(OCC(F)(F)C(F)F)cc1)c1ccncc1	96	96	0	-6	19	94	98	1.0	9	101	95
CCOc1ccc(Cl)cc1CNCCNCC(C)O (stereo unspecified)	101	97	nt	3	0	100	101	-0.1	39	106	102
NS(=O)(=O)c1ccc(-c2ccc(C=O)o2)cc1	98	97	-12	5	0	94	93	-0.1	10	98	97
Cn1c(=O)c2c(nc(-n3ccnc3)n2C)n(C)c1=O	102	103	nt	6	4	103	100	0.4	14	112	107
Cc1onc(-c2ccccc2)c1C(=O)NCCc1ccc(Cl)cc1	104	104	nt	1	6	101	101	0.7	8	108	103
O=C(NCC12CC3CC(CC(C3)C1)C2)c1nn2cccnc2c1Cl	102	101	nt	17	9	102	99	0.3	15	102	104
Cc1cc(C)c2cc3c(N)c(C(=O)Nc4c(C)[nH]c(=O)[nH]c4=O)sc3nc2c1	101	102	16	54*	-1	100	101	-0.3	7	104	102
CCCn1c(-c2ccc(OC)cc2)nc2c(=O)n(C)c(=O)[nH]c21	99	101	-7	1	0	99	98	-0.2	31	100	100
Oc1cccc(NC(=S)Nc2ccc(SC(F)F)cc2)c1	100	103	19	29	-8	101	101	-1.7	10	103	101
FC(F)(F)c1cc(Sc2ccccc2)nc(-c2ccccn2)n1	96	96	-4	8	1	98	97	0.3	32	98	98
CCCCNC(=O)/C(C#N)=C/c1ccc2c(c1)OCCO2	99	98	10	-8	31	99	96	0.6	11	103	101
Cc1ccc(-c2cc(-c3cccc(F)c3)n[nH]2)c(O)c1	102	103	0	22	38	101	96	-0.2	6	100	97
CCS(=O)(=O)Nc1ccc(C(=O)OC)cc1	105	104	-23	9	2	107	105	-0.3	7	110	108
Cc1ccc(-n2nc(C)c(C(=O)O)n2)c(C)c1	96	97	10	18	10	96	95	1.6	6	99	97
CC(C)c1ccc2[nH]c(O)c(N=NC(=O)c3cccc(S(=O)(=O)Nc4ccccc4Cl)c3)c2c1	94	99	3	-3	-1	97	95	0.0	6	99	96
Cc1ccc(C(=O)N/C(=C\c2ccc([N+](=O)[O-])cc2)C(=O)NCCc2ccccc2)cc1	101	101	nt	11	4	103	102	0.5	8	109	104
CC(C)CCC1=NN(C(=O)c2ccco2)C(O)(C(F)(F)F)C1 (stereo unspecified)	98	101	nt	16	2	99	97	0.6	12	99	98
CCC(=O)Nc1cccc(NC(=S)NC(=O)c2cccc(C)c2)c1	100	102	nt	19	3	102	99	0.3	16	106	104
Cc1cc(C)c2c(=O)[nH]c(SCC(=O)Nc3ccccc3)nc2n1	99	99	10	6	30	97	95	-0.5	9	101	99
CCOC(=O)c1ccc(NC(=O)Nc2ccc(F)cc2)cc1	101	104	nt	3	5	102	101	-0.1	35	106	104
O=C(O)CC(NC(=O)Cc1ccc([N+](=O)[O-])cc1)c1ccc2c(c1)OCO2 (stereo unspecified)	97	104	nt	1	1	98	93	0.0	8	97	98
Cc1cccc(C(=O)N2CCN=C2SCc2ccc([N+](=O)[O-])cc2)c1	91	92	0	-9	1	89	92	0.4	24	92	91
COc1ccc(OCC(=O)N/N=c2\oc3c(OC)cccc3cc2C(N)=O)cc1	102	101	-9	2	61	103	103	1.3	12	106	103

molecule	Rab2 wt GTP	Rab7 wt GTP bind	Pf gametocyte	Mcl1-Noxa inh	ABCG2 block	HRas wt GTP bind	Rac1 mut GTP	ABCB1 inh	Avidin bead fluor	Rac1 wt GTP bind	Cdc42 wt GTP
O=C(CCCn1c(=O)[nH]c2cc(Cl)ccc2c1=O)NCC1CCCO1 (stereo unspecified)	99	95	-3	2	3	100	98	-0.3	33	104	100
Cc1ccc(NC(=O)c2cc(N3C(=O)CCC3=O)ccc2N2CCOCC2)cc1	97	94	-7	2	1	93	94	0.0	9	101	95
O=S(=O)(c1cccc(S(=O)(=O)N2CCCC2)c1)c1cccc(S(=O)(=O)N2CCCC2)c1	100	102	nt	5	3	102	100	1.0	7	103	103
O=C(CN1C(=O)COc2ccccc21)N1CCc2ccccc2C1	100	99	nt	-16	-1	97	98	-0.2	4	100	98
O=C(NCc1ccccc1)Nc1cccc2ccccc12	99	99	19	14	4	96	96	0.3	9	100	97
COCCn1c(Cc2ccccc2)nnc1SCC(=O)NC(C)C	99	95	-22	7	1	100	96	0.8	8	100	101
Clc1ccsc1-c1ccnc(-n2cccc2)n1	95	102	-5	11	21	94	94	0.7	9	100	92
CCn1c(CCCOc2ccc(Cl)cc2Cl)nnc1SCC(=O)Nc1cc(F)ccc1C	99	101	11	15	22	97	98	0.9	11	98	98
CCO[C@H]1OC(C(=O)NC2CC2)=C[C@@H](c2ccc3c(c2)OCO3)[C@@H]1CCCO	94	91	13	-6	2	92	94	0.2	6	97	95
O=C(O)c1nc(-c2ccccc2)n(-c2ccc(Cl)cc2)n1	93	94	-16	27	3	97	92	0.5	16	94	94
COCCNC(=O)NC(=O)CSc1nc(C)c(C)c(C)n1	101	104	15	-4	2	102	97	0.8	9	102	98
CC(C)N1CCN(Cc2cccn2-c2ccccn2)CC1CCO (stereo unspecified)	99	104	nt	1	2	99	96	0.2	2	100	97
CC1(C(=O)OCc2cc(=O)n3cc(Br)ccc3n2)CC1(Cl)Cl (stereo unspecified)	97	94	nt	-6	15	93	96	0.7	10	98	96
C=CCC(NCc1ccccc1)c1ccc(Cl)cc1 (stereo unspecified)	101	97	10	9	4	103	101	1.2	3	107	100
COc1ccc(OCC(=O)N2CCc3c([nH]c4ccccc34)C2c2ccccn2)cc1 (stereo unspecified)	95	93	-7	-4	13	97	94	2.4	3	98	95

Two entries from above, with two lines to a compound:
The line under a structure holds: Rab2 wt GTP	Rab7 wt GTP bind	Pf gametocyte	Mcl1-Noxa inh	ABCG2 block	HRas wt GTP bind	Rac1 mut GTP	ABCB1 inh	Avidin bead fluor	Rac1 wt GTP bind	Cdc42 wt GTP
> CCn1c(CCCOc2ccc(Cl)cc2Cl)nnc1SCC(=O)Nc1cc(F)ccc1C
→ 99	101	11	15	22	97	98	0.9	11	98	98
> CCO[C@H]1OC(C(=O)NC2CC2)=C[C@@H](c2ccc3c(c2)OCO3)[C@@H]1CCCO
→ 94	91	13	-6	2	92	94	0.2	6	97	95

Compound activity deposited in PubChem BioAssay by several laboratories.
